# PAFAH2 FP inh = inhibitors of human PAFAH2. Q99487. inhibition, % at 3.39 µM. AID 492956. 0.99% of 340,000 active. recombinant PAFAH2, FP-rhodamine activity probe, fluorescence polarization;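 active = inhibition above the mean over all tested compounds plus 3 SD, cut at about 30% in these data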;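 also: inhibitors block probe labeling of enzyme so polarization drops; 0% = enzyme with DMSO and 100% = wells lacking PAFAH2 protein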
# ZTA DNA inh = ZTA (EBV) inhibition in EBNA-1 counter-screen. inhibition, % at 11 µM. 0.15% of 320,000 active. ZTA-DNA binding, fluorescence polarization. AID 2234; in the data active = inhibition above about 33%
# LYPLA1 inh = LYPLA1 (human) inhibition in PME1 counter-screen; O75608; recombinant LYPLA1, FP-Rh probe fluorescence polarization; inhibition, % at 5.9 µM; 0.16% of 320,000 active; AID 2174;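 active = inhibition above the mean of all tested compounds plus 3 SD, set per campaign, cut at about 14% in these data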;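 also: inhibitors block serine hydrolase probe labeling of LYPLA1 so polarization falls; 0% = enzyme with DMSO and 100% = wells lacking LYPLA1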
# Target sequence (O75608 whole entry, looked up): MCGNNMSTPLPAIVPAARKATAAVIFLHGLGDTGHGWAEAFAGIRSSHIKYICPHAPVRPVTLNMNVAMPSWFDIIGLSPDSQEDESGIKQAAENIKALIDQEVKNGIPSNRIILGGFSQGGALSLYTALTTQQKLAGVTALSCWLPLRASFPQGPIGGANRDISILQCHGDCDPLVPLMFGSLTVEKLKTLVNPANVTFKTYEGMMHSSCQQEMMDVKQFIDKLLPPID
# PAFAH1B3 FP inh = blocks human PAF acetylhydrolase 1B catalytic subunit 3 | Q15102 | recombinant PAFAH1B3, FP-rhodamine probe, fluorescence polarization | inhibition, % at 3.39 µM | 0.28% of 340,000 active | AID 492972;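 active = inhibition above the screen-wide average of all tested compounds plus 3 SD, cut at about 25% in these data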;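 also: 0% = enzyme with DMSO only and 100% = wells lacking PAFAH1B3 protein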
# Target sequence (Q15102 whole entry, looked up): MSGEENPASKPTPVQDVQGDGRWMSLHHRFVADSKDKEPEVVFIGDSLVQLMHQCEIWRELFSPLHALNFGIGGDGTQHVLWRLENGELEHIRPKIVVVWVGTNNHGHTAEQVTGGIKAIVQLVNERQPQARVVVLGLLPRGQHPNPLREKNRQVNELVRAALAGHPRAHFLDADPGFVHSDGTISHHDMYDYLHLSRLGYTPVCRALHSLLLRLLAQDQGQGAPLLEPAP
# PREPL inhibitor = inhibitors of human prolyl oligopeptidase-like enzyme PREPL. Q4J6C6. recombinant PREPL, fluorescence polarization activity-based probe. inhibition, % at 5.96 µM. 0.68% of 320,000 active. AID 2751; in the data active = inhibition above about 43%;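 also: 0% = enzyme with DMSO and 100% = wells lacking enzyme; many of its hits are not listed in these tables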
# LYPLA2 counter = counter-screen for PME1 inhibitors: inhibitors of human LYPLA2; inhibition, % at 5.9 µM; O95372; recombinant LYPLA2, FP-Rh probe fluorescence polarization; 0.38% of 320,000 active; AID 2177;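 active = inhibition above the screen-wide mean plus 3 SD, limit set per campaign, cut at about 26% in these data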;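 also: 0% = LYPLA2 with DMSO and 100% = wells lacking LYPLA2 enzyme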
# Target sequence (O95372 whole entry, looked up): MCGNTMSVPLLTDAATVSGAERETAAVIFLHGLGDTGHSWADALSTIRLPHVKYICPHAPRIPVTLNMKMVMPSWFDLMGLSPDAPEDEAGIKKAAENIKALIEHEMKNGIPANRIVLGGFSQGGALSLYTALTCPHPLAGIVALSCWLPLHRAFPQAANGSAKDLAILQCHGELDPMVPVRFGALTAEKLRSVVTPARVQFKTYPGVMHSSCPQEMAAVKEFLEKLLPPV
# GSTO1 counter = counter-screen for RBBP9 inhibitors: inhibitors of human GSTO1. P78417. recombinant GSTO1, activity-based probe fluorescence polarization. inhibition, % at 5.96 µM. 1.1% of 300,000 active;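 active = inhibition above the campaign mean inhibition plus 3 SD, cut at about 35% in these data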;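 also: 0% = GSTO1-1 with DMSO and 100% = wells lacking GSTO1-1 enzyme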
# Target sequence (P78417 whole entry, looked up): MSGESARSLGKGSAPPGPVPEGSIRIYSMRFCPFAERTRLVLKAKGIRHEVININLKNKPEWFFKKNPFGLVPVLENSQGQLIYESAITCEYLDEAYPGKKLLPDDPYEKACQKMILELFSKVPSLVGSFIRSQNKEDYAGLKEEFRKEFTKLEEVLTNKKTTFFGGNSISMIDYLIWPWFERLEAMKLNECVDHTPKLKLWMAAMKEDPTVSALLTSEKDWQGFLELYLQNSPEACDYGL
# EBNA-1 inhibitor = blocks EBNA-1 binding to DNA; EBNA-1 DNA binding, fluorescence polarization; inhibition, % at 14.8 µM; 0.34% of 300,000 active; in the data active = inhibition above about 28%
# PAD4 inh = PAD4 (human) enzyme inhibition; inhibition, % at 6.36 µM; 0.41% of 330,000 active; recombinant PAD4, RCA probe fluorescence polarization;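 active = percent inhibition above a cutoff equal to the mean of all tested compounds plus 3 SD, cut at about 15% in these data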;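 also: 0% = PAD4 with RCA probe and DMSO and 100% = probe without PAD4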
# An asterisk follows results filed as active; . = not tested or not shown. The list is partial; count on the stated rates, not on these rows.
SMILES,PAFAH2 FP inh,ZTA DNA inh,LYPLA1 inh,PAFAH1B3 FP inh,PREPL inhibitor,LYPLA2 counter,GSTO1 counter,EBNA-1 inhibitor,PAD4 inh
Cc1ccc(S(=O)(=O)N2[C@@H](c3ccccc3)C(C(=O)O)=CC[C@H]2c2ccc3c(c2)OCO3)cc1,-3,-5,-4,8,0,-9,-29,2,1
COc1cc(/C=N/NC(=O)c2cccc(NC(=O)c3ccccc3C)c2)ccc1O,-3,-3,-4,14,-1,-8,3,7,-1
COc1cccc(NC(=O)C2CCOC2=O)c1 (stereo not drawn),.,11,-4,.,0,-2,-1,8,4
O=C(OCCN=C1NS(=O)(=O)c2ccccc21)C1CC(=O)N(c2ccc3ccccc3c2)C1 (stereo not drawn),-10,-11,-1,3,8,1,-2,-7,-4
Cc1ccc(SC(=O)COc2ccc(C)c(C)c2)cc1,-1,1,-2,9,-2,3,1,-5,5
CCNc1nc(SC(C)C(=O)OC)nc(N2CCOCC2)n1 (stereo not drawn),-10,5,-2,-4,6,-3,-6,-11,-5
N#CCC(=O)N/N=C/c1ccc(SCC(=O)Nc2ccccc2)o1,-1,-2,-6,8,16,-1,-4,-3,-10
CCN(CC)c1ccc(/C=N/N2C(C)CCCC2C)c(O)c1 (stereo not drawn),-12,0,-4,-10,-5,-13,-5,-1,-6
CCN(C(=O)COC(=O)C(Cc1ccccc1)N1C(=O)c2ccccc2C1=O)C1CCS(=O)(=O)C1 (stereo not drawn),1,-6,4,2,1,1,2,6,6
CC(=O)Nc1ccc(C2=NN(c3ccccc3)C(c3ccccc3)C2)cc1 (stereo not drawn),5,-2,-2,9,9,5,-3,-14,-1
CC1(NC(=S)NCCO)CCS(=O)(=O)C1 (stereo not drawn),-6,7,-4,4,-2,-5,3,2,0
COc1ccc(/C=C2/C(=O)N(c3cccc(F)c3)N=C2C)c(OC)c1,11,-11,-2,9,-7,-5,4,-6,-13
COc1ccc(-c2cc(C(F)(F)F)nc(N)n2)cc1,0,4,-4,8,-28,-1,-17,-6,-5
O=[N+]([O-])c1cc(Cl)cc(/C=N\Nc2ccccn2)c1O,12,12,1,7,7,5,26,3,1
NC(=O)CN1CCN(c2nc(-c3ccc(F)cc3)cs2)CC1,-2,6,0,3,15,4,-2,-10,3
COc1cccc(OCCNC(=O)Nc2cc(F)c(F)cc2Cl)c1,0,-15,-3,4,14,-3,5,5,-2
CC1CC(C)(C)NC(=S)N1CCC(=O)N1CCN(c2ccccc2)CC1 (stereo not drawn),1,1,-1,1,13,2,10,-10,-2
CCOC(=O)c1c(S(=O)(=O)Nc2ccc(C)cn2)c(C)n(C)c1C,-6,-20,-3,7,5,4,3,-2,-1
Cc1ccc2[nH]c(=O)c(CN(CC3COCCO3)C(=O)Nc3ccccc3F)cc2c1 (stereo not drawn),-3,0,5,12,-3,5,2,-15,-4
COc1ccc(Cl)cc1NC(=O)CN1c2ccccc2CC1C (stereo not drawn),-4,2,2,4,23,7,-8,12,-5
COc1ccc(OCCOCCN2CCc3ccccc3C2)cc1,-2,2,-1,1,10,8,-2,7,0
O=C(NCCCl)c1ccc(OCc2ccccc2)cc1Cl,-3,-6,4,2,-49,3,5,-5,5
Oc1ccc(/C=N\Nc2cc(N3CCOCC3)nc(N3CCOCC3)n2)c(O)c1,-4,-11,1,9,7,3,26,-3,-2
Nc1nc(N)c(N=O)c(OCC2CCCCC2)n1,-2,-12,-2,15,13,0,6,3,-2
Cc1ccc(Sc2ccc(C(=O)NC(C)C)cc2[N+](=O)[O-])cc1,7,-4,0,4,8,-1,-2,-5,-7
CCc1sc(C(=O)Nc2ccc(F)cc2C)cc1C,-6,-10,-2,9,2,-1,-4,0,2
Cn1c2c(c(=O)n(C)c1=O)C(c1ccc(O)cc1)Nc1ccccc1O2 (stereo not drawn),4,5,0,1,7,3,3,1,5
Cn1c(N)c(C(=O)COC(=O)c2ccccc2C(F)(F)F)c(=O)n(C)c1=O,11,.,.,-4,19,.,.,.,-3
CC(=O)N1CCN(CC(=O)c2ccc(Br)cc2)CC1,0,-3,2,2,4,12,1,6,0
Cc1cc(C)c(OCC(=O)NCC2CCCO2)c(C)c1 (stereo not drawn),0,4,-4,6,10,-11,15,0,-6

# Taken from above:
# Under LYPLA1 inh, COc1ccc(OCCOCCN2CCc3ccccc3C2)cc1 reads -1
# Under PAFAH2 FP inh, CCc1sc(C(=O)Nc2ccc(F)cc2C)cc1C reads -6
# Under ZTA DNA inh, Cn1c2c(c(=O)n(C)c1=O)C(c1ccc(O)cc1)Nc1ccccc1O2 (stereo not drawn) reads 5

# Additional records:
SMILES,PAFAH2 FP inh,ZTA DNA inh,LYPLA1 inh,PAFAH1B3 FP inh,PREPL inhibitor,LYPLA2 counter,GSTO1 counter,EBNA-1 inhibitor,PAD4 inh
CCCNC(=O)OC[C@H]1O[C@H](CCO/N=C/[C@@H](OC)[C@H](C)/C=C/CC(=O)OC)C=C[C@@H]1Oc1ccc(OC)cc1,.,-3,1,.,2,9,3,0,-2
C/C(=N\NC(=O)c1nnn(-c2nonc2N)c1CSc1ccc(Cl)cc1)c1cccnc1,3,6,-3,5,-8,4,-1,-25,-1
CC(C)N(CC(N)=O)c1ncnc2sc(-c3ccccc3)cc12,-1,-5,-1,4,5,-3,0,4,-2
CC(C)(C)c1csc(N/N=C/c2ccc(O)cc2)n1,12,-10,-4,12,5,3,-7,13,-1
CC(=O)Nc1ccc(NC(=O)C2c3ccccc3Oc3ccccc32)cc1,-3,-5,0,3,0,3,-11,-1,-1
CCN(CC(=O)NC1CCS(=O)(=O)C1)S(=O)(=O)c1ccc(Cl)cc1C(F)(F)F (stereo not drawn),7,-1,1,-5,-4,2,-3,11,4
COc1cc(C2c3cc4c(cc3C(OC3OC5COC(c6cccs6)OC5C(O)C3O)C3COC(=O)C23)OCO4)cc(OC)c1O (stereo not drawn),-7,-12,-1,6,6,-1,2,-2,-5
CC(C)OC(=O)c1ccc(NC(=O)Cn2c(-c3nonc3N)nc3ccccc32)cc1,-8,-3,-6,-6,3,-7,-5,-1,-5
CC1CCN(c2ccc(-c3ccc(NC(=O)C(F)(F)F)cc3)nn2)CC1,6,-2,-1,11,-1,5,-5,7,-1
CCN1CCN(C(=O)c2ccc(CN(c3ccccc3)S(=O)(=O)c3ccccc3)cc2)CC1,-3,3,-2,7,17,8,3,6,-1
Cc1ccc(S(=O)(=O)N2CCN(C(=O)CC(C)(C)C)CC2)cc1,-2,-3,2,0,-6,3,4,-7,0
Nc1ccc(C(=O)Nc2nc3ccccc3s2)cc1,6,7,5,4,16,6,0,1,1
Cc1c(C(=O)NCCN2CCCC(O)C2)oc2c(F)cccc12 (stereo not drawn),6,0,-1,-3,-5,4,-1,8,0
C/C(=N\NC(=O)C(C)n1nc(C)c([N+](=O)[O-])c1C)c1ccccc1O (stereo not drawn),6,6,1,4,11,-6,4,3,-1
COc1ccc(C)cc1NC(=O)c1nnn(Cc2cccc(F)c2)c1N,4,-4,-1,-4,1,-1,1,-8,-2
Cc1cc(C)n(C(=O)c2ccc(C)c(Br)c2)n1,0,-6,-2,8,-3,6,3,13,-5
COc1ccc(-c2nc(N3CCN(C)CC3)sc2-c2ccc(OC)cc2)cc1,2,16,1,17,10,4,9,-4,-2
COc1cccc(NC(=S)NCc2ccccc2)c1,-1,-8,-3,4,-11,5,4,1,-6
COc1ccc(OCCNc2cc(Cl)ccc2[N+](=O)[O-])cc1,-12,-11,-2,11,8,2,6,4,-3
O=C(Nc1ccc(Cl)cc1)NC1CCCCNC1=O (stereo not drawn),.,-2,-2,.,0,3,4,1,-1
C=CCn1c(C)cc(C(=O)COc2nncc3ccccc23)c1C,14,13,-1,7,9,0,3,-1,0
COc1cc(CNCc2cccs2)ccc1OCC(N)=O,2,-2,1,3,8,10,-3,7,-1
O=C(CC1C(=O)NCCN1Cc1c(F)cccc1Cl)NCCC1=CCCCC1 (stereo not drawn),1,-4,2,-7,28,0,-8,0,-6
CC(=O)N1CCN(c2ccc(NC(=O)c3ccc([N+](=O)[O-])o3)cc2Cl)CC1,4,16,0,9,9,2,16,10,-16
C[C@@H](CN1C2=NC[C@H](C)N2C[C@H]1Cc1ccc(O)cc1)NC(=O)CCC1CCCCC1,15,-9,-2,3,10,-2,3,-9,2
O=c1[nH]c(CN2CCN(S(=O)(=O)c3ccc(Cl)cc3)CC2)nc2cc(Cl)ccc12,1,-2,-1,4,-5,5,-5,4,0
Cn1c(SCC(=O)NC(=O)c2cccc([N+](=O)[O-])c2)nnc1-c1ccc(F)cc1,-1,-12,0,5,6,-4,-1,-2,-1
COc1ccc(/C=C2\CCc3ccccc3C2=O)cc1Cn1nc(C)cc1C,0,12,-6,-4,34,-5,-2,-16,1
COc1ccc(S(=O)(=O)N(CC(=O)NCC2CCCO2)c2ccc(Cl)cc2)cc1 (stereo not drawn),-13,-6,1,6,3,-4,5,0,2
CC(/C=N/NC(=O)c1cccnc1)=C\c1ccco1,3,-6,-1,-5,13,0,11,-8,0
O=C(O)CC(C(=O)Nc1ccc(Cl)cc1)N1CCCCCC1 (stereo not drawn),-2,-2,-1,6,2,-4,-6,3,-1
Cc1n[nH]c(=O)n1-c1ccc(C(C)(C)C)cc1,5,5,3,4,-5,-4,-2,6,-1
O=C(C1=C(O)C(=O)N(CCN2CCOCC2)C1c1cccc(Br)c1)c1cc2ccccc2o1 (stereo not drawn),6,1,2,13,16,4,-5,-10,-4
CC1CCCN(C(=O)c2cccc(S(=O)(=O)Nc3cc(C(F)(F)F)ccc3Cl)c2)C1 (stereo not drawn),14,14,3,9,-3,6,8,-3,-2
CCNc1ccccc1C(=O)O,3,0,-1,7,6,6,4,-7,-4
Cc1ccccc1NC(=O)c1cccc2nccnc12,-3,6,0,6,-5,-1,-1,-2,-3
O=C(CN(Cc1cccs1)C(=O)CNS(=O)(=O)c1ccc(Cl)cc1)NCC1CCCO1 (stereo not drawn),14,10,2,12,1,2,4,8,-4
O=C(O)CSc1nc2c(c(C(F)(F)F)n1)CCc1ccccc1-2,1,6,-1,0,10,-4,7,6,-2
Cc1noc(C)c1S(=O)(=O)N(C)C[C@H]1Oc2ccc(NC(=O)NC3CCCCC3)cc2C(=O)N([C@H](C)CO)C[C@@H]1C,-14,.,.,5,-1,.,.,.,-2
COc1cc(OC)cc(C(=O)N[C@H](C(=O)Nc2cccc(S(=O)(=O)N3CCCC3)c2)C(C)C)c1,0,12,-3,3,1,-6,-1,2,2
CSc1oc(-c2ccco2)nc1S(=O)(=O)c1ccc(C)cc1,12,1,-2,8,-1,3,4,2,-6
CSc1nsc(SCCN2C(=O)c3ccccc3C2=O)n1,-6,4,-6,6,17,-13,1,-1,1
CCN(CC)C(=O)c1[nH]cnc1C(=O)Nc1ccc(OC)cc1,0,5,-5,-5,-3,2,-3,12,-7
CC(OC(=O)c1ccco1)C(=O)Nc1ccc(C(F)(F)F)cc1 (stereo not drawn),-1,26,-3,5,5,-4,.,.,6
CCCC(=O)OCC(=O)NCc1ccc(Cl)cc1,5,8,2,6,11,5,10,-4,-2
COCc1cc(C)nc(SCC(=O)Nc2ccccc2N2CCOCC2)c1C#N,5,1,-1,2,15,2,-1,-5,-7
CCOC(=O)C1=C(C)Nc2ccccc2N=C1NC(=O)c1cccc(S(=O)(=O)NCc2ccccc2)c1,5,-3,-2,4,0,0,25,14,-1
CCc1cccc(C)c1NC(=O)C1CCCN(S(C)(=O)=O)C1 (stereo not drawn),4,2,-4,6,7,-6,5,-7,-5

# High-throughput results (PubChem)
